KCNK9 inh: inhibitors of human KCNK9 two-pore domain potassium channel; Q9NPC2; hit rate 1.2% among 310,000; HEK293 KCNK9, FluxOR thallium flux fluorescence; stronger effect = lower value; B-score at 10 µM;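 active = ratio B-score over 3 SD below the library mean, with starting fluorescence within 5 SD of its mean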;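 also: negative B-score means less thallium flux so channel inhibition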
Target sequence (Q9NPC2 whole entry, looked up, the tested form may be a part): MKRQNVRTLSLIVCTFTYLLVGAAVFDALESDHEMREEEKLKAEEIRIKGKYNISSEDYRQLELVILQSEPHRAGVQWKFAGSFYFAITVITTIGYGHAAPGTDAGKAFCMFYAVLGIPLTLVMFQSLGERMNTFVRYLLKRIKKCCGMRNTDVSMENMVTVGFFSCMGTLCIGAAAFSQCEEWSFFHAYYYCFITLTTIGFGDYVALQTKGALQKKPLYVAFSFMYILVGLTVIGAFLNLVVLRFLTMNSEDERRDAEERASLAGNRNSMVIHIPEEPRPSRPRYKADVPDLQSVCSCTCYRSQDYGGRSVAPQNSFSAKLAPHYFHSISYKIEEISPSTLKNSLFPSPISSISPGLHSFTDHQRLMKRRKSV
ANO1 block: mouse TMEM16A channel inhibition, primary screen | hit rate 1.2% among 310,000 | HEK293 TMEM16A/YFP iodide influx fluorescence, ionomycin | normalized B-score (activity score, 25-100; higher = stronger inhibition) at 10 µM;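 active = ratio plate-corrected score three or more library SD toward inhibition, starting fluorescence score within five deviations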;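 also: score derived from kinetic fluorescence span divided by baseline fluorescence per well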
KCNK3 inh: human KCNK3 channel inhibition, primary screen | hit rate 0.84% among 340,000 | AID 602410 | CHO-KCNK3 thallium flux, FluxOR fluorescence; stronger effect = lower value | B-score at 10 µM;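 active = B-score under library mean minus 4 SD, starting fluorescence ratio at most library mean plus 5 SD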;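 also: more negative B-score means stronger inhibition of thallium flux through KCNK3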
hERG rescue: hERG (human) protection from proarrhythmic block; CHO-hERG, FluxOR thallium flux, dofetilide IC70 present; activation (rescue from dofetilide block), less the hit threshold, % at 10 µM; hit rate 0.51% among 310,000; AID 1511;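 active = activation above the mean of controls blocked by dofetilide plus 5 SD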;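 also: thallium influx through hERG after potassium depolarization seen as dye fluorescence rise; in these data hits start at about 4.7%; inactives centre near -7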
RGS4 act: potentiators or activators of RGS4; HEK293 M3R/inducible RGS4, carbachol calcium flux Fluo4; stronger effect = lower value; B-score at 10 µM; hit rate 0.92% among 310,000;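 active = B-score of the integrated calcium signal more than 4 SD below the library mean, with starting fluorescence not abnormally high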;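 also: negative B-score means reduced calcium response which marks RGS4 activation or potentiation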
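Test system: HEK293 cells with stable M3R and inducible RGS4; also added: carbachol at ECmax as muscarinic agonist stimulus; schedule: dye loading 30 min 37 °C, buffer rest 30 min RT; technique: kinetic calcium fluorescence imaging with Fluo4-AM dye, 2 µM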
ANO1 activ: activators or potentiators of mouse TMEM16A chloride channel; Q8BHY3; HEK293 TMEM16A/YFP-H148Q/I152L, iodide quench fluorescence; stronger effect = lower value; B-score at 10 µM; hit rate 0.3% among 340,000;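 active = fluorescence-ratio B-score plate-corrected deviation score at least 3 library SD below zero, with starting fluorescence score within 5 deviations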;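 also: channel opened by trigger with iodide after compound preincubation; score built on the fluorescence ratio of max minus min over baseline; more negative score means more quench and so TMEM16A activation or potentiation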
MrgX1 PAM: human MrgX1 positive allosteric modulation, primary screen; B-score at 10 µM; MrgX1-HEK293, Fluo-4 calcium flux, FDSS; stronger effect = higher value; hit rate 0.63% among 310,000; Q96LB2;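 active = plate-corrected calcium response at least 3 library SD above typical, normal starting fluorescence, not activating the receptor alone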;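 also: compound read alongside a low EC10 to EC30 dose of BAM8-22 agonist; peak minus trough fluorescence over baseline measured at the second addition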
RGS4 block: human RGS4 inhibition. P49798. HEK293 M3R/RGS4 inducible, Fluo-4 calcium flux; stronger effect = higher value; triggered by carbachol at its EC20. B-score at 10 µM. hit rate 0.45% among 310,000;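 active = B-score, a plate-corrected calcium signal, over three deviations above library mean, with baseline fluorescence within five deviations of library mean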;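 also: RGS4 expression induced by doxycycline in cells with stable M3 receptor; B-score is computed from the integrated fluorescence ratio over baseline after carbachol; higher B-score means a larger calcium signal and so more RGS4 inhibition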
MrgX1 ag: agonists of human MrgX1 receptor | Q96LB2 | B-score at 10 µM | AID 588627 | hit rate 0.44% among 310,000 | MrgX1-HEK293 cells, Fluo-4 calcium fluorescence, agonist mode; stronger effect = higher value;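 active = calcium response B-score plate-corrected fluorescence ratio at least 3 library SD, with starting fluorescence B-score inside 5 SD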
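Test system: HEK293 cells stably expressing human MrgX1 receptor; Input: fifteen thousand cells per well; Dosing: compound delivered in addition one of three; Schedule: overnight seeding, then 1 h dark dye loading; Technique: Fluo-4 NW calcium fluorescence; Measure: B-scored fluorescence response ratio; Controls: positive and negative controls per plate.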
KCNQ1 act: potentiators or activators of human KCNQ1 potassium channel; CHO-K1 KCNQ1, thallium flux FluxOR fluorescence; stronger effect = higher value; P51787; hit rate 0.35% among 310,000; B-score at 10 µM;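 active = fluorescence ratio B-score, a plate-corrected score, at least three library SD, with initial intensity B-score within 5 SD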
Target sequence (P51787 whole entry, looked up): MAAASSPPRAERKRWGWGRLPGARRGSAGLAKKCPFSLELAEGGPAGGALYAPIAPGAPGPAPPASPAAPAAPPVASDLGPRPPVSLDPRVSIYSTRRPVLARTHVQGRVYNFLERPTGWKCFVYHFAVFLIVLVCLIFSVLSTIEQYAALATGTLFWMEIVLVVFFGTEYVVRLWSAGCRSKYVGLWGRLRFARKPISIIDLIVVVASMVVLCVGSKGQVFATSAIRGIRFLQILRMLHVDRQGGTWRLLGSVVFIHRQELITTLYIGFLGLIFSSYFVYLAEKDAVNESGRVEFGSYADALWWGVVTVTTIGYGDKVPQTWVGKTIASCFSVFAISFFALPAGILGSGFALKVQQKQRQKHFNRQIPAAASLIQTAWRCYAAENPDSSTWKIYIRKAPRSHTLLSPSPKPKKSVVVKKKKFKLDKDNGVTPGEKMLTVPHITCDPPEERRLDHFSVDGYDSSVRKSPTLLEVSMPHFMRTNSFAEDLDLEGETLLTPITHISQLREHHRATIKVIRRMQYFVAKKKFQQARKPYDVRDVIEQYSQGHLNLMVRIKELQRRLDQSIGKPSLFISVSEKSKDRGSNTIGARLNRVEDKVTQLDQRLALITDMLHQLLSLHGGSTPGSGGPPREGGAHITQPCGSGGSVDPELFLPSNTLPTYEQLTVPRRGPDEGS
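Test system: CHO-K1 cells stably expressing KCNQ1 / Medium: assay buffer / Also added: depolarizing K+/Tl+ stimulus, K2SO4 and Tl2SO4 each 12.5 mM in 5x stock / Incubation: 90 min dye loading and 20 min compound exposure, both at room temperature / Signal: thallium influx via FluxOR fluorescence, kinetic imaging / Evaluation: B score of baseline-normalized fluorescence ratio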
KCNQ1 block: inhibitors of human KCNQ1 potassium channel; B-score at 10 µM; P51787; CHO-K1 KCNQ1, FluxOR thallium flux fluorescence; stronger effect = higher value; hit rate 1.3% among 310,000; AID 2642;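 active = compounds whose thallium flux B-score, printed positive for inhibition, exceeds three library SD while starting fluorescence stays within three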;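 also: channel opened by potassium depolarization with thallium stimulus after 20 min compound exposure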
An asterisk follows results filed as active; i = inactive; . = no result given.

SMILES | KCNK9 inh | ANO1 block | KCNK3 inh | hERG rescue | RGS4 act | ANO1 activ | MrgX1 PAM | RGS4 block | MrgX1 ag | KCNQ1 act | KCNQ1 block
O=c1[nH]c(=O)n(Cc2ccco2)c2c1C(C(F)(F)F)(C(F)(F)F)N=C(CCc1ccccc1)N2 | i | i | i | -8 | i | i | i | i | i | i | i
CCc1ccc2c(CN3CCN(Cc4ccccc4)CC3)cc(=O)oc2c1 | i | i | i | -18 | i | i | i | i | i | i | i
Cc1ccc(N2CC(C(=O)Nc3ccc(S(=O)(=O)Nc4nccs4)cc3)CC2=O)cc1 (stereo not drawn) | i | i | i | -1 | i | i | i | i | i | i | i
CC(C)n1cnc2c(NCc3ccc(S(N)(=O)=O)cc3)nc(NCc3ccc(S(N)(=O)=O)cc3)nc21 | i | i | i | -5 | i | i | i | i | i | i | i
Cc1nnc(C)n1/N=C/c1cccn1C | i | i | i | -7 | i | i | i | i | i | i | i
COc1ccc(C(=O)Nc2ccc(C)cn2)cc1S(=O)(=O)N1CCCc2ccccc21 | i | i | i | -16 | i | i | i | i | i | i | i
COc1ccc(OCc2ccc(/C=N\NC(=O)c3sccc3C)o2)cc1 | i | i | i | -13 | i | i | i | i | i | i | i
O=C(O)C1=C[C@H](c2csc3ccccc23)C[C@H](OCCCCO)O1 | i | i | i | -1 | i | i | i | i | i | i | i
CCCCc1ccc(NC(=S)Nc2cccnc2)cc1 | i | i | i | -9 | i | i | i | i | i | i | i
Cc1ccc(NC(=O)OCc2cn(-c3ccc(Cl)cc3)nn2)cc1 | i | i | i | -15 | i | i | i | i | i | i | i
O=C(CSc1ncnc2ccccc12)Nc1ccc2c(c1)OCO2 | i | i | i | -2 | i | i | i | i | i | i | i
CCOc1ccc(C(=O)N2CCc3cc(OC)c(OC)cc3C2)cc1OCC | i | i | i | -16 | i | i | i | i | i | i | i
CCNc1nc(CC)nc2c1oc1ccccc12 | i | i | i | -8 | i | i | i | i | i | i | i
CNc1nc(Cl)c(SC)c(NCc2ccc(F)cc2)n1 | i | i | i | -6 | i | i | i | i | i | i | i
c1ccc(CN=C2NN=C(c3cc4ccccc4o3)CS2)cc1 | i | i | i | -5 | i | i | i | i | i | i | i
COc1ccc(OC)c(C(=O)Nc2c(O)ccc3ccccc23)c1 | i | i | i | -7 | i | i | i | i | i | i | i
c1ccc(N2CCN(c3nnc(Cc4cccnc4)c4ccccc34)CC2)nc1 | i | i | i | -12 | i | i | i | i | i | i | i
O=C(Cc1ccc(Cl)cc1)Nc1cccc(-c2nnc(-c3ccco3)o2)c1 | i | i | i | -1 | i | i | i | i | i | i | i
Cc1ccc(NCc2ccc(C)s2)cc1 | i | i | . | -6 | i | . | i | i | i | i | i
CCOC(=O)C1=C(COC(=O)CNC(=O)c2cccc(C)c2)NC(=O)NC1C (stereo not drawn) | i | i | i | -14 | i | i | i | i | i | i | i
CC1SCC(=O)N(CC(=O)Nc2ccc3c(c2)OCO3)C1=O (stereo not drawn) | i | i | i | 0 | i | i | i | i | i | i | i
CC1=C(C)C(OCCCl)N(c2cc(O)c(Cl)cc2F)C1=O (stereo not drawn) | i | i | i | -19 | i | i | i | i | i | i | i
CN(C(=O)CSc1nc2ccc(Br)cc2c(=O)n1Cc1ccco1)C1CCS(=O)(=O)C1 (stereo not drawn) | i | i | i | -19 | i | i | i | i | i | i | i
CN1CCN(C(=O)c2cc(COc3ccccc3)on2)[C@@H](c2ccccc2)C1 | i | i | i | -21 | i | i | i | i | i | i | i
COc1ccc(CCNC(=O)c2ccc(NS(=O)(=O)c3ccc4[nH]c(=O)[nH]c4c3)cc2)cc1OC | i | i | i | -7 | i | i | i | i | i | i | i
Cc1cc(C)c2nc(NNC(=O)c3cc(=O)c4ccccc4o3)sc2c1 | i | i | i | -12 | i | i | i | i | i | i | i
CCOCCCNC(=O)C(c1ccc(Cl)cc1)N(Cc1cccs1)C(=O)CNC(C)=O (stereo not drawn) | i | i | i | -6 | i | i | i | i | i | i | i
CN(C1CCCCC1)S(=O)(=O)c1cccc(C#N)c1 | i | i | i | -4 | i | i | i | i | i | i | i
O=C(O)Cc1coc(-c2ccc(F)cc2)n1 | i | i | i | -8 | i | i | i | i | i | i | i
CNS(=O)(=O)c1ccc(CCC(=O)N2CCN(c3ccccc3OC)CC2)cc1 | i | i | i | -1 | i | i | 11* | i | i | i | i
Cc1nc(N2CCN(C)CC2)c2sc(=S)n(C)c2n1 | i | i | i | -9 | i | i | i | i | i | i | i
COCCn1nnnc1C(c1cccc(OC)c1OC)N1CCN(C2CCCCC2)CC1 (stereo not drawn) | i | i | i | 3 | i | i | i | i | i | i | i
CCCCn1c(N)c(N(CCOC)C(=O)CSc2nnc(-c3ccc(C(C)(C)C)cc3)n2N)c(=O)[nH]c1=O | i | i | i | -9 | i | i | i | i | i | i | i
Cc1ccc(C)c(/C=C/C(=O)c2ccccc(=O)c2O)c1 | i | i | i | 18* | i | i | i | 7.5* | i | 27* | i
Cc1onc(NC(=O)NC(=O)c2c(F)cccc2Cl)c1Br | i | i | i | -4 | i | i | i | i | i | i | i
CSC1=NC(C)(C)C=C(/C=C/c2c(Cl)cccc2Cl)N1 | i | i | i | -19 | i | i | i | i | i | i | i
OCCN1CCN(C(=S)NCCc2ccccc2)CC1 | i | i | i | -1 | i | i | i | i | i | i | i
c1ccc(OCc2nn3c(Cn4nnc5ccccc54)nnc3s2)cc1 | i | i | i | -13 | i | i | i | i | i | i | i
Cc1ccc(NC(=O)C2CCN(C(=O)c3ccc(Cl)cc3)CC2)nc1 | i | i | i | -7 | i | i | i | i | i | i | i
CC(=O)Nc1ccc(S(=O)(=O)N2CCN(C34CC5CC(CC(C5)C3)C4)CC2)cc1 | i | i | i | 0 | i | i | i | i | i | i | i
N#Cc1cc2c(nc1SCC(=O)Nc1sc3c(c1C#N)CCC3)CCC2 | i | i | i | 1 | i | i | i | i | i | i | i
COC(=O)c1c(-c2cccc3ccccc23)csc1NC(=O)Cc1ccc(OC)c(OC)c1 | i | i | i | -9 | i | i | i | i | i | i | i
Cc1oc(-c2ccccc2)cc1C(=O)Nc1cccc(C(=O)O)c1 | i | i | i | -9 | i | i | i | i | i | i | i
CC(/C=N\N1CCN(Cc2ccc(C)cc2)CC1)=C\c1ccccc1 | i | i | i | -5 | i | i | i | i | i | i | i
O=C(c1ccc(F)cc1)c1ccc(CN2C(=O)c3ccccc3C2=O)o1 | i | i | i | -12 | i | i | i | i | i | i | i
COc1cccc(CN2CCN(C(=O)c3ccco3)CC2)c1OC | i | i | i | -3 | i | i | i | i | i | i | i
O=C(N/C(=C/c1cccnc1)C(=O)N1CCOCC1)c1ccccc1Br | i | i | i | -11 | i | i | i | i | i | i | i
Cc1ccc(Nc2cc(C)nc(NCc3ccccc3)n2)cc1 | i | i | i | -31 | i | i | i | i | i | i | i
c1ccc2c(c1)nc(Nc1ccc3c(c1)OCO3)c1nnnn12 | i | i | i | -3 | i | i | i | i | 30* | i | i
CCOC(=O)CN1CC23C=CC(O2)C(C(=O)NCCc2ccccc2)C3C1=O (stereo not drawn) | i | i | i | -19 | i | -11* | i | i | i | i | i
O=C(c1ccco1)N1CCN(C(=O)C2CCN(S(=O)(=O)Cc3ccccc3)CC2)CC1 | i | i | i | -3 | i | i | i | i | i | i | i
O=C(c1cccnc1)C1Cc2ccccc2C1=O (stereo not drawn) | i | i | i | 1 | i | i | i | i | i | i | i
CCOC(=O)CN(c1cccc(C(C)=O)c1)S(C)(=O)=O | i | i | i | -6 | i | i | i | i | i | i | i
CC(C/C=N/NC(=O)COc1cc(Cl)ccc1Cl)c1ccccc1 (stereo not drawn) | i | i | i | -9 | i | i | i | i | i | i | i
O=c1c2ccccc2ncn1-c1ccccc1[N+](=O)[O-] | i | i | i | 2 | i | i | 13* | i | i | i | i
CCOc1ccc2nc(SCC(=O)Nc3nonc3C)[nH]c2c1 | i | i | i | -4 | i | i | i | i | i | i | i
C=CCn1cc(/C=N\NC(=O)c2cc3c(ccc4ccccc43)o2)c2ccccc21 | i | i | i | -14 | i | i | i | i | i | i | i
CCn1c(C)nnc1SCC(=O)Nc1ccc(C(C)=O)cc1 | i | i | i | -8 | i | i | i | i | i | i | i
O=C(CCc1ccc(S(=O)(=O)N2CCOCC2)cc1)N/N=C/c1cccc(O)c1 | i | i | i | -4 | i | i | i | i | i | i | i
Cc1cccc2nc(-c3ccccc3)nc(N3CCC(O)(c4ccc(Cl)cc4)CC3)c12 | -10* | i | i | -5 | i | i | i | i | i | i | i

Next part; the last three above are carried over.
SMILES | KCNK9 inh | ANO1 block | KCNK3 inh | hERG rescue | RGS4 act | ANO1 activ | MrgX1 PAM | RGS4 block | MrgX1 ag | KCNQ1 act | KCNQ1 block
CCn1c(C)nnc1SCC(=O)Nc1ccc(C(C)=O)cc1 | i | i | i | -8 | i | i | i | i | i | i | i
O=C(CCc1ccc(S(=O)(=O)N2CCOCC2)cc1)N/N=C/c1cccc(O)c1 | i | i | i | -4 | i | i | i | i | i | i | i
Cc1cccc2nc(-c3ccccc3)nc(N3CCC(O)(c4ccc(Cl)cc4)CC3)c12 | -10* | i | i | -5 | i | i | i | i | i | i | i
CCOC(=O)/C(C#N)=C/c1cc2ccccc2nc1N1CCOCC1 | i | i | i | -3 | i | i | i | i | i | i | i
O=C(Oc1ccc2c(c1)O/C(=C\c1ccncc1)C2=O)c1ccccc1 | i | i | i | -5 | i | i | i | i | i | i | i
Cn1c(CNC(=O)c2ccc(Cl)cc2)nnc1SCC(=O)NC1CCCC1 | i | i | i | -6 | i | i | i | i | i | i | i
O=C(NCC(Cl)c1ccc2ccccc2c1)c1c(F)cccc1F (stereo not drawn) | i | i | i | 0 | i | i | i | i | i | i | i
Cc1ccc(C)c(OCC(=O)N/N=C/c2c(C)nn(-c3ccccc3)c2Cl)c1C | i | i | i | -10 | i | i | i | i | i | i | i

High-throughput results (PubChem BioAssay)
